ALOX12 inhib: blocks human 12-lipoxygenase activity | purified 12-hLO, xylenol orange hydroperoxide absorbance | Potency, µM (doses to about 57.1 µM), without a hit: at the top dose activity change, negative = inhibition, most hits filed as inhibitors | hit rate 0.12% among 150,000 | AID 1452; further: potency means the concentration at half of the fitted maximal effect; nearly all actives have a fitted effect of over 55% in size; many of its hits are not listed in these tables
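Hydroperoxide formation by human 12-lipoxygenase from 40 uM arachidonic acid was followed colorimetrically via ferric-xylenol orange complex, using the 573/405 nm absorbance ratio. Enzyme concentration was 150 nM, with 30 min reaction at room temperature.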
IMPase cell inh: membrane-permeable compound that blocks inositol monophosphatase | 120,000 tested, under 10 active | CHO-M1 cells, IP1 accumulation, HTRF TR-FRET ratio | inhibition (IP1 accumulation), % at 46.1 µM | P97697; active means well fitted curve in the direction sought with a large enough effect in the signal ratio, not every such curve was filed as active; inconclusive means small, poorly fitted or top-dose-only effect, or a change in a side signal; inactive means no such curve, though single readings can be large or run the other way; the % refers to the signal ratio;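 further: cells stimulated with carbachol in lithium chloride buffer; plate controls were DMSO basal wells for no effect and reference inhibitor wells for full effect; higher means more IMPase inhibition seen as more IP1 and lower FRET ratio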
Target sequence (P97697 whole entry, looked up): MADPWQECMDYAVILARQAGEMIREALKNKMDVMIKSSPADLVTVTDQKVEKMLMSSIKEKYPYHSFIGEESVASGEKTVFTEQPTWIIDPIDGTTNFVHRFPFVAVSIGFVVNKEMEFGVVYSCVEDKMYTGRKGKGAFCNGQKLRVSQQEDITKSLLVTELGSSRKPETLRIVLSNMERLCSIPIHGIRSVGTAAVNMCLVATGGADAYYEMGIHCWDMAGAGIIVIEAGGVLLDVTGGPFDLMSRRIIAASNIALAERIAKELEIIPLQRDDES
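CHO-M1 cells (CHO stably expressing M1 receptor), compound up to 46 uM final, stimulated with carbachol (50 uM as added) in buffer with 50mM LiCl, pH 7.4, 30 min at 37C. Cytosolic IP1 read by TR-FRET; AC50 from Hill fits.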
PNC assembly inh: perinucleolar compartment assembly inhibition | PC3M PTB-GFP, PNC prevalence imaging, 16 h; hits give low values | activity change (PNC), negative = inhibition, % at 10 µM | hit rate 3.1% among 140,000 | AID 2417;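 active means readout at or below -70, meaning at least 70% loss of cells showing the perinucleolar compartment, a nuclear body marking cancer cells; inconclusive means readout between -30 and a set limit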;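 further: plate controls were DMSO wells for no effect and camptothecin positive control wells for full effect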
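Read-out is percentage of cells bearing a perinucleolar compartment, from automated 20x imaging of fixed, Hoechst-stained PC3M PTB-GFP cells. Cells were seeded 4 h, then exposed 16 h to compound (23 nl of library stock) in duplicate plates.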
15-hLO-2 inh: inhibitors of human 15-lipoxygenase 2 (ALOX15B); purified 15hLO-2, xylenol orange hydroperoxide absorbance; Potency, µM (highest dose often 57.1 µM), for inactives: at the top dose activity change, negative = inhibition, hits mostly inhibitors; hit rate 0.56% among 110,000; AID 881; further: potency means the concentration at half of the fitted maximal effect; nearly all actives have a fitted effect of over 60% in size; many of its hits are not listed in these tables
Target sequence (O15296 whole entry, looked up): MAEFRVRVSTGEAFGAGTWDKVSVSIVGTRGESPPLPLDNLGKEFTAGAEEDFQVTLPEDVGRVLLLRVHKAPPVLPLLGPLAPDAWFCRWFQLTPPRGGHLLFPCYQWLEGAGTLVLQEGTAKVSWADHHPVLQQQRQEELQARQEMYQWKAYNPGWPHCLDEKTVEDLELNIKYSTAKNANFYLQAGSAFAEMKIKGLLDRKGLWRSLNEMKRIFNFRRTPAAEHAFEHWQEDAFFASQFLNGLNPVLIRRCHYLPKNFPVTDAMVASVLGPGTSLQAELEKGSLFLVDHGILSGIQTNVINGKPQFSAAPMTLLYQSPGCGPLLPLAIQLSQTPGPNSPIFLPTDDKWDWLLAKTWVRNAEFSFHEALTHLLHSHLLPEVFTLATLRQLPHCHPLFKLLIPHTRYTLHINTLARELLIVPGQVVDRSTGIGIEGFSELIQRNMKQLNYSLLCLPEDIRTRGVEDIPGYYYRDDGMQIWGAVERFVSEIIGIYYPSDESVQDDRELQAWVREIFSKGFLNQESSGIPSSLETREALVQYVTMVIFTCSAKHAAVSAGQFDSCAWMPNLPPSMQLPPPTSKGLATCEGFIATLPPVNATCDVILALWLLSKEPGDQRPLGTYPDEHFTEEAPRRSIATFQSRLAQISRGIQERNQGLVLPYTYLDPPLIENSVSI
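Screening format was qHTS against 50 nM purified 15hLO-2 in Hepes pH 7.5 with detergent. Activity follows hydroperoxide formation from 45 uM arachidonic acid, measured as 573:405 nm absorbance ratio of the ferric-xylenol orange complex.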
The depositor's hits bear a star; u = inconclusive; x = not tested or not shown; [ ] = another dose, or the depositor's remark. Unless noted, the call rests on the fitted dose curve; in most records, active means well fitted curve in the direction sought with a large enough effect; inconclusive means small, poorly fitted or top-dose-only effect, or another doubt; inactive means no such curve, though single readings can be large; an effect the other way counts as inactive or inconclusive. Unless noted, on the % scale 0 is the no-effect control and ±100 the full control effect.

Fields: IMPase cell inh	15-hLO-2 inh	PNC assembly inh	ALOX12 inhib
Cc1nnc2sc(SCc3ccc(Cl)cc3)nn2c1=O
 : -3	x	u	4%
CC(C)N1CCC2(CC1)C(C#N)=C(N)NC(S)=C2C#N
 : 4	x	13	-2%
O=C(O)c1cc(Cl)c2ccccc2c1O
 : -27	-9%	17	-18%
O=C(OCc1nc2ccccc2s1)C1CCN(C2=NS(=O)(=O)c3ccccc32)CC1
 : 3	-9%	-21	-5%
Cc1cc(C)cc(NS(=O)(=O)c2cc(C(=O)NCc3ccccn3)ccc2Cl)c1
 : 4	x	-5	4%
O=C(c1ccccc1F)N1CCN(S(=O)(=O)c2ccc3c(c2)OCCO3)CC1
 : 0	0%	u	-2%
O=C1CSC(c2ccccc2)N1c1nnc(C23CC4CC(CC(C4)C2)C3)s1 (stereo unspecified)
 : 5	-4%	u	-2%
O=C(Nc1nnc(COc2ccc(Cl)cc2)s1)c1cccs1
 : 5	1%	14	3%
CCCCCCN(C(=O)CCCCCN1C(=O)NC(c2ccc3ccccc3c2)C(C(=O)OCc2ccccc2)=C1C)C(C(=O)NCCCC)c1ccc(OCC(=O)OC)c(C(=O)OC)c1 (stereo unspecified)
 : x	-5%	x	-3%
CCCCOc1ccc(NC(=O)Cn2c(=O)ccc3c(C)cc(C)nc32)cc1
 : 9	x	u	5%
CN(C)C/C(Cl)=C(\Cl)c1ccccc1
 : -3	-16%	u	-1%
FC(F)(F)c1nc(Oc2ccccc2)c2ccccc2n1
 : 3[1.84 µM]	-19%[11.4 µM]	6	-1%
CCn1c(SCC(=O)Nc2ccc3c(c2)OCO3)nnc1-c1ccccc1O
 : 8	-2%	24	-5%
CCCCN(C)c1nc(-c2ccco2)c2c(c1C#N)CC(C)(C)OC2
 : 0	u	32	-10%
CC1CCCN(Cc2nc3c(c(=O)n(C)c(=O)n3C)n2CC(N)=O)C1 (stereo unspecified)
 : 8	6%	u	4%
CC(=O)c1ccc(N2CCN(C(=O)COc3ccc(F)cc3)CC2)c(F)c1
 : 4	-9%	-4	-2%
CCOc1cc(/C=C2/C(=O)N(c3ccccc3)N=C2C)ccc1OC(=O)c1ccco1
 : 12	u	-22	-12%
COC(=O)c1nnn(-c2nonc2N)c1CSc1nc2ccccc2s1
 : u	-9%	u	-8%
COc1ccc(-c2nsc3c(N4CCN(S(=O)(=O)c5ccccc5F)CC4)ncnc23)cc1
 : 1	3%	22	1%
c1ccc(CN2CCN(c3nc(-c4ccccn4)nc4ccccc34)CC2)cc1
 : 11	31%[activator]	21	-3%
O=C(CSc1nnc(-c2ccc(Cl)cc2)n1Cc1ccco1)c1cccs1
 : 8	-17%	u	-4%
Cn1c(=O)c2[nH]c(-c3ccc(S(=O)(=O)O)cc3)nc2n(C)c1=O
 : -13	5%	x	-8%
COc1ccccc1CNC(=O)C(CCSC)NC(=O)C1CCC(C)CC1 (stereo unspecified)
 : 4	-7%	-4	-6%
O=C(Nc1ccc(O)cc1)C1CCCO1 (stereo unspecified)
 : -5	6%	-27	-4%
O=C(COc1ccc(Cl)cc1)N(Cc1ccccc1)c1nc(-c2ccccc2)cs1
 : -11	-14%	-3	-2%
CCOc1cc(/C=N/NC(=O)Cn2nc([N+](=O)[O-])cc2C)cc(Br)c1OCc1ccccc1F
 : 3	-3%	39	-3%
O=C(Cc1ccccc1)N/N=C/c1cccs1
 : -11	-10%	22	1%
COc1ccccc1N(C(=O)c1cncc(Br)c1)c1nc(-c2ccc(C)cc2)cs1
 : x	x	u	3%
c1coc(-c2nnc(NC3=NCCC3)o2)c1
 : -12	-3%	48	-4%
O=C(CN1CCN(c2ccc(O)cc2)CC1)Nc1cc([N+](=O)[O-])ccc1Cl
 : x	x	19	-10%
CCN(C(=O)c1ccccc1)c1ccc([N+](=O)[O-])cc1
 : x	x	35	-1%
N#CC(C#N)=C(Nc1ccc(F)cc1)SCc1cccc(Br)c1
 : x	x	-24	-8%
O=C(CN1CCCN(S(=O)(=O)c2ccc(Br)s2)CC1)Nc1ccc(Cl)cc1
 : 10	13%	23	-23%
COc1ccc(/C(O)=C2/C(=O)C(=O)N(CCCN(C)C)C2c2cccc(Cl)c2)cc1OC (stereo unspecified)
 : -19	x	-28	-2%
CN=C(Nc1cc(C)nn1CCC#N)c1ccccc1F
 : 4	4%	-13	0%
Cc1nc2scc(-c3cccs3)c2c(=O)n1-n1cccc1
 : -1	-4%	-2	-2%
O=S(=O)(c1ccc2nc(-c3ccccc3)[nH]c2c1)N1CCN(c2cccc(Cl)c2)CC1
 : x	x	2	0%
COc1cc(OC)c2c(c1)C(=O)c1cc(OC)cc(OC)c1C2=O
 : -1	-5%	2	-5%
Cc1cccc2cc(CN(Cc3ccco3)C(c3nnnn3CCc3ccccc3)C(C)C)c(=O)[nH]c12 (stereo unspecified)
 : 7	19%	-99*	-27%
COc1ccc(CNC(=O)Cn2cc(C(F)(F)F)ccc2=O)cc1
 : -6	x	88	-1%
COc1cccc(NC2C=CS(=O)(=O)C2)c1 (stereo unspecified)
 : 2	x	202	-3%
Cc1ccc(C)c(NC(=O)CSc2ncnc3nc[nH]c23)c1
 : -2	-1%	-11	3%
Cc1cc(C)n(-c2nc3nonc3nc2Nc2cccc(C)c2C)n1
 : -9	1%	-2	-2%
O=C(Cn1ncn2c(cc3ccccc32)c1=O)NCc1ccco1
 : -4	-11%	12	-21%
Cc1nc2sccn2c(=O)c1CCN1CCC(=C(c2ccc(F)cc2)c2ccc(F)cc2)CC1
 : 17	67%[activator]	-115*	-8%
COc1ccccc1NC(=O)CN1CCN(c2ccccc2F)CC1
 : -4	-6%	44	3%
Cc1ccccc1-c1nc(CS(=O)(=O)CC(=O)N2CCc3ccccc32)c(C)o1
 : -6	x	-3	0%
O=C(CCN1C(=O)C2C3C=CC(C3)C2C1=O)N1CC(=O)N(CCc2ccccc2)C(=O)C1 (stereo unspecified)
 : 14	11%	15	-3%
CCCC(=O)Nc1nc2c(OC)ccc(OC)c2s1
 : 5	15%	22	-4%
O=C(c1cnn2c1NC(c1ccco1)CC2C(F)(F)F)N1CCN(c2cccc(Cl)c2)CC1 (stereo unspecified)
 : 8	-4%	-22	-16%
CCN(CC(=O)Nc1ccc2c(c1)OCCO2)C(=O)C1CCCCC1
 : 8	3%	9	-2%
Cc1ccc2nc(NC3=NCN(CCc4ccccc4)CN3)nc(C)c2c1
 : -3	23%	-24	0%
CCOC(=O)N1CCC(Nc2cccc(SC)c2)CC1
 : 8	-17%	u	-5%
O=C1CCCN1c1ccc(Br)cc1
 : -1	-2%	8	3%
Oc1c(/C=N/c2ncn[nH]2)ccc2ccccc12
 : 2	-28%	-22	-5%
Cc1cc2c(cc(C(=O)N3CCC(C(=O)N4CCCC4)CC3)n2Cc2c(F)cccc2Cl)o1
 : 7	-12%	-14	-8%
CNC(=O)CSc1nnc(-c2ccncc2)n1Cc1ccccc1
 : 1	-4%	10	0%
Cc1ccc(S(=O)(=O)NCC(=O)N(CC(=O)NC2CCCCC2)CC2CCCO2)cc1 (stereo unspecified)
 : 3	-2%	u	-4%
CCOC(=O)CN1CCc2c(C)nc3c(-c4ccc(OC)c(OC)c4)cnn3c21
 : 12	-4%	20	5%
N#CC1(c2nc3ccccc3[nH]2)CC1c1ccc2c(c1)OCO2 (stereo unspecified)
 : -3	2%	-1	-10%

Carrying on.
Fields: IMPase cell inh	15-hLO-2 inh	PNC assembly inh	ALOX12 inhib
COc1ccc(C(=O)N(CC(=O)NC(C)(C)C)c2ccc3c(c2)OCCO3)cc1OC
 : 8	0%	43	-5%
COc1ccc(C2=NN3C(C2)c2ccccc2OC32C(=O)N(C)c3ccccc32)cc1 (stereo unspecified)
 : -10	-13%	u	-5%
COc1ccc(C2(CNC(=O)CCC(=O)O)CCCC2)cc1
 : 9	1%	29	4%
Cc1cc(Cl)ccc1NC(=S)NCCCO
 : x	x	40	4%
Cc1cccc(C(=O)NC(=S)N2CCN(C)CC2)c1
 : -6	-3%	-2	2%
CCOCC(=O)Nc1nc(C)cc(C)n1
 : x	x	24	-1%
Cc1nn(CC(=O)O)c2ccccc12
 : -6	3%	-7	1%
COc1ccc(C(=O)Nc2ccc(Cl)cc2C(=O)N2CCCC(C)C2)cc1OC (stereo unspecified)
 : -2	x	0	4%
Cc1ccc(OCC(=O)n2nc(C)cc2C)c(C)c1
 : -3	7%	-8	-4%
O=C(c1ccc(Cl)c(S(=O)(=O)N2CCCCCC2)c1)N1CCN(c2ccccn2)CC1
 : 4	-3%	11	-6%
N#Cc1ccccc1NC(=O)CNc1ccc(Cl)c(C(F)(F)F)c1
 : 6	x	36	-6%
CCOc1ccc(NC2C=CS(=O)(=O)C2)cc1 (stereo unspecified)
 : -1	x	u	0%
COc1ccc(C=NCCC2(O)CC(C)N(C)CC2C)cc1 (stereo unspecified)
 : 2	x	-25	4%
CC(CCc1ccccc1)NC(=O)C1CCCN(c2nnc(-n3cccc3)s2)C1 (stereo unspecified)
 : -3	x	-23	6%
c1cc(-c2nnc(-c3ccncc3)o2)ccn1
 : -4	1%	10	-19%

A different layout for part of the listing above.
structure | IMPase cell inh | 15-hLO-2 inh | PNC assembly inh | ALOX12 inhib
N#Cc1ccccc1NC(=O)CNc1ccc(Cl)c(C(F)(F)F)c1 | 6 | x | 36 | -6%
CCOc1ccc(NC2C=CS(=O)(=O)C2)cc1 (stereo unspecified) | -1 | x | u | 0%

The list goes on.
Fields: IMPase cell inh	15-hLO-2 inh	PNC assembly inh	ALOX12 inhib
Cc1c(/C=N/NC(=O)CNc2ccccc2)c2ccccn2c1C(=O)c1ccncc1
 : 6	x	u	-2%
COc1ccc(N2CCN(CC(=O)Nc3sccc3C#N)CC2)cc1
 : x	x	13	4%
COc1cccc(/C=C/C(=O)OCC(=O)c2cc(C)n(CC3CCCO3)c2C)c1OC (stereo unspecified)
 : -7	x	-1	2%
Cc1ccnc(NC(=S)NC(=O)/C=C/c2ccccc2)c1
 : -8	-5%	13	-9%
CCOC(=O)c1c(NC(NC(C)=O)C(Cl)(Cl)Cl)sc(C(C)=O)c1C (stereo unspecified)
 : 4	x	13	-1%
O=C(CN1CCN(c2ccc(O)cc2)CC1)NC(c1ccccc1)c1ccccc1
 : x	x	3	-9%
Cc1ccc(-c2cc(C(=O)OCn3nnc4ccccc4c3=O)c3ccccc3n2)cc1
 : x	x	-8	0%
Cc1ccn2c(c1)nc(=S)n2C(=O)c1ccccc1
 : x	x	4	5%
COc1cc(C(c2c(C)[nH][nH]c2=O)c2c(C)[nH][nH]c2=O)ccc1OS(=O)(=O)c1ccccc1
 : -2	32%[activator]	11	-3%
COCCN(CCOC)S(=O)(=O)c1ccc(C(=O)Nc2nnc(C3CC3)o2)cc1
 : 0	-1%	9	-1%
COCCCNC(=O)CN1CCN(Cc2ccccc2Cl)C1=O
 : 3	-8%	6	10%
Cc1ccccc1CSCCNC(=O)c1ccc(N(C)S(=O)(=O)c2ccccc2)cc1
 : 5	-21%	22	-7%
Cc1cc2ncn(C(=O)N3CCC(C)CC3)c2cc1C
 : 14[0.0738 µM]	x	-9	-7%
Cc1cccc(NC(=S)N(Cc2cccs2)Cc2cc3cc(C)cc(C)c3[nH]c2=O)c1
 : 6	x	2	9%
Cc1ccccc1NC1=NC(=S)N(c2ccccc2)C12CCOC(C)(C)C2 (stereo unspecified)
 : 5	-16%	8	-20%
Cn1cc(C(=O)N/N=C/C(Br)=C/c2ccccc2)ccc1=O
 : x	x	8	-3%
N#Cc1cc(Sc2ccccn2)c(Sc2ccccn2)cc1C#N
 : u	-20%	8	-7%
O=C(NCC1CCCO1)c1ccc(COc2ccccc2Br)cc1 (stereo unspecified)
 : x	x	20	-4%
COc1ccc(/C=N/Nc2cc(C)nc(NS(=O)(=O)c3ccc(C)cc3)n2)cc1
 : 0	x	u	-2%
CCOC(=O)CSC1=N/C(=C\c2cccnc2)C(=O)N1c1ccc(OC)cc1
 : u	x	-11	6%
CC(C)(C)NC(=O)NC(=O)CSc1nnc2ccccn12
 : -2	2%	-1	-7%

Screening data from PubChem.

Only part of the results is shown; the hit share may differ from the screen's.
